Assay outcomes: PubChem BioAssay, several laboratories
Yfh1-depleted yeast = enhancers of respiration in Yfh1-depleted yeast, dose response, Friedreich's ataxia, plus single-dose screen (AID 1465); S. cerevisiae Yfh1-off respiration, WST-1 reduction, 72 h; higher fold induction means a stronger effect; one-dose fold induction at 50 µM; EC50 in µM for titrated hits; hit rate 0.074% among 220,000;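 active means fold induction of absorbance versus untreated yeast above a set limit, then at least 30% activation at any dose in follow-up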;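 further: activators that raise dye reduction in frataxin-depleted yeast; strong numbers were not always called active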
MT stabilizer = microtubule stabilizers in HeLa cells, primary screen, imaging, high-content imaging; HeLa tubulin immunostaining HCS, 24 h; share of cells brighter than vehicle mean+2SD; % tubulin-high responders, % at 10 µM; hit rate 0.83% among 200,000; AID 2205, 2009;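 active means plate Z-score above 3 for both tubulin-high and condensed-nucleus cell shares, with cell loss under 80%, at 10 µM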;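 further: anti alpha tubulin signal scored within the nucleus-defined area of each cell; some results filed as inactive read as strong as hits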
bCat nuc transl = modulators of beta-catenin nuclear translocation, primary screen, imaging, HeLa cells, immunofluorescence, high-content; hit rate 0.3% among 190,000; AID 1665, 2009; nuclear translocation activity, % at 5 µM;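 active means nuclear translocation activity above 50% at 5 µM, with a well cell count of 50 or more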;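 further: per-cell ratio of nuclear to cytoplasmic median beta-catenin stain intensity; plate controls were DMSO negative control for no effect and GSK-3 inhibitor IX positive control for full effect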
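Test system: human HeLa cells, native beta-catenin. Compound dosing: 5 µM primary single dose, 0.1% DMSO, 0.02–20 µM confirmation series. Incubation: compound exposure 24 h at 37°C. Detection: beta-catenin immunostaining with DAPI counterstain, 20x imaging, 6 fields/well. Read-out basis: Nuclear/cytoplasmic beta-catenin signal ratio, % activation.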
WT yeast gro inh = growth inhibition of WT strain, primary screen, mitochondrial fusion inhibitor project, WT and mutant strains, chemical genetic; inhibition, % at 10 µM; AID 1362, 2008; hit rate 2.1% among 190,000; mitochondrial fusion phenotypic screen; in the data active means inhibition above about 58%; tested in S. cerevisiae
Ins promoter up = insulin promoter activators in MIN6 cells, imaging, high-content screening, mouse beta cells | MIN6 insulin promoter-GFP reporter; active compounds read high | z-score at 5 µM | hit rate 0.3% among 190,000;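 active means z-score above 3 at 5 µM with at least 500 cells counted in the well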
Autophagy mod = autophagy modulators in MEF cells, primary screen, imaging, high-content, MEF GFP-LC3 | MEF GFP-LC3 puncta imaging; test concentration mostly 10 µM | calls only at 10 µM (by protocol) | hit rate 0.98% among 190,000 | AID 463193, 2010;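 active means percentage of spot-positive cells more than 3 SD above its plate mean, without a fluorescence outlier flag or 80% toxicity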;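 further: spot-positive cell cutoff set from DMSO-treated cells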
Dynein transport = inhibitors of GR-EGFP nuclear translocation, primary screen, dynein cargo transport inhibitor project, imaging, high-content, 3617.4 mouse cells | test concentration mostly 20 µM; stimulated with dexamethasone, 1 µM; active compounds read low | z-score, hits read low | hit rate 0.47% among 220,000;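 active means plate z-score of nuclear minus cytoplasmic receptor signal below a set negative limit, without overly bright fluorescence or cell loss, cut at about -3.5 in these data, passing the limit was not always enough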;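 further: z-score of nuclear minus cytoplasmic ring GR-EGFP intensity difference per well; some compounds called inactive have numbers as strong as hits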
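medium = tetracycline-free induction medium containing charcoal-stripped FBS | also added = 1.0 µM final dexamethasone stimulus | schedule = 48 h induction, 1 h compound, 30 min dex at 37 °C | technique = fixed, Hoechst-stained cells imaged at 10x for EGFP | measure = GR-EGFP nuclear translocation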
PMI inhibition = human PMI inhibitors, high substrate, primary screen, biochemical, fluorescence intensity, high mannose 6-phosphate (AID 1220). hit rate 0.66% among 190,000. Mannose-6-phosphate isomerase (Homo sapiens). recombinant PMI enzyme, coupled fluorescence intensity; higher % means a stronger effect. inhibition, % at 20 µM; hits with a dose series show IC50 in µM
human PMI inhibition = inhibitors of human PMI, primary screen, biochemical, fluorescence intensity, coupled assay (AID 1209); Mannose-6-phosphate isomerase (Homo sapiens); purified PMI enzyme, coupled fluorescence intensity; higher % means a stronger effect; inhibition, % at 20 µM; hits with a dose series show IC50 in µM; hit rate 0.42% among 190,000;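 further: plate controls were DMSO vehicle for no effect and wells lacking substrate for full effect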
WT yeast gro inh mutant strain = further read-out of WT yeast gro inh, marked with its call; inhibition, %; mitochondrial fusion phenotypic screen, mutant strain inhibition
Dynein transport cytoplasmic EGFP = second read-out of Dynein transport, no call of its own (marks repeat the call); z-score; measured here: cytoplasmic GR-EGFP intensity; active compounds read high
Dynein transport nuclear GR-EGFP = recorded beside Dynein transport, whose call it bears; z-score; measured here: nuclear GR-EGFP intensity;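 lower value marks the stronger effect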
Dynein transport cell count = also measured in Dynein transport; calls as there; z-score; measured here: cell count per field
Ins promoter up cell count = also measured in Ins promoter up; calls as there; cell count; measured here: cytotoxicity, nuclei count;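 total cells summed across four imaged fields per well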
bCat nuc transl cell count 5 µM = also measured in bCat nuc transl; calls as there; cell count; measured here: cell count, cytotoxicity flag
MT stabilizer Hoechst-high % = also measured in MT stabilizer; calls as there; % Hoechst-high responders; measured here: nuclear condensation Hoechst responders;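 share of cells brighter than vehicle mean plus two SD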
MT stabilizer cytotoxicity % = further read-out of MT stabilizer, marked with its call; toxicity, %; measured here: cytotoxicity by cell density;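 0% = mean cell density of plate MIN control wells and 100% = no cells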
Autophagy mod cell loss 18 h = second read-out of Autophagy mod, no call of its own (marks repeat the call); toxicity, %; measured here: cell loss, nuclei count;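 cell loss after 18 h compound exposure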
Active calls of the source: *; i = inactive; nt = not tested or not shown. Unless noted, no stated cut-off is given here; in the data, active means inhibition above about 50%; inactive means the rest.

SMILES	Yfh1-depleted yeast	MT stabilizer	MT stabilizer Hoechst-high %	MT stabilizer cytotoxicity %	bCat nuc transl	bCat nuc transl cell count 5 µM	WT yeast gro inh	WT yeast gro inh mutant strain	Ins promoter up	Ins promoter up cell count	Autophagy mod	Autophagy mod cell loss 18 h	Dynein transport	Dynein transport cytoplasmic EGFP	Dynein transport nuclear GR-EGFP	Dynein transport cell count	PMI inhibition	human PMI inhibition
Oc1cccc(-c2nc3ccc4ccccc4c3c3c2CCC3)c1	i	2.0	1.7	4.1	-1.4	1092	-12	-4	-0.12	754	i	-6	-0.24	0.18	0.26	0.41	13%	18%
CCCCCN1CC(O)=C(c2nc(-c3ccc(Cl)cc3)cs2)C1=N	i	4.6	2.8	7.5	-0.2	1442	-1	-15	1.2	1399	i	4	2.8	-0.11	-0.057	-1.2	-14%	-6%
CCN1CCCC1CN(Cc1cc2ccc(C)cc2[nH]c1=O)C(=S)Nc1ccc(F)cc1 (stereo unspecified)	i	2.8	2.3	3.7	0.6	1505	0	-14	0.49	1492	i	10	1.3	0.049	0.79	-2.1	nt	nt
O=C(OCc1cccc([N+](=O)[O-])c1)c1cc(=O)[nH]c2ccccc12	i	3.2	1.1	4.1	0.0	1459	-10	-12	0.57	1475	i	-10	-0.17	-0.32	0.13	0.38	13%	18%
Fc1ccc(NC(=S)NCc2cccs2)cc1	i	3.8	3.2	6.7	-1.2	953	-4	-16	1	1195	i	-5	1.4	-0.25	0.57	-0.99	4%	5%
COc1ccc(S(=O)(=O)N2Cc3ccccc3CC2C(=O)Nc2nccs2)cc1OC (stereo unspecified)	i	2.8	2.5	4.2	-0.4	1080	2	1	-0.25	1295	i	3	-0.45	-0.29	-0.28	-0.85	15%	9%
O=C(NNC(=O)C1C2CCCCC21)c1coc(=O)c(Br)c1 (stereo unspecified)	i	nt	nt	nt	1.3	1318	nt	nt	0.02	986	nt	nt	-0.18	-0.25	0.34	0.29	nt	nt
COC(=O)NC1(C(F)(F)F)C(=O)Nc2c1c(=O)n(C)c(=O)n2C (stereo unspecified)	i	5.0	2.6	6.3	-3.4	907	2	11	0.31	1491	i	11	-0.74	-0.36	0.14	0.46	2%	1%
CCO[C@@H]1OC(C(=O)NC2CC2)=C[C@H](c2ccccc2)[C@H]1CCCO	i	2.2	0.4	3.9	-0.8	1124	6	2	0.33	1447	i	-9	-0.52	-0.2	0.013	-0.35	7%	5%
CCCSc1nc2c(cnn2-c2ccccc2)c(=O)n1N	i	nt	nt	nt	-1.1	1325	nt	nt	-0.42	1089	nt	nt	0.26	-0.28	0.15	0.22	nt	nt
CC1=C(/C=C/C(C)=C/C=C/C(C)=C/C(=O)O)C(C)(C)CCC1	i	1.8	3.5	7.9	nt	nt	0	-16	nt	nt	i	11	-0.12	-0.25	0.42	0.6	-13%	-15%
O=C(O)c1ccc(-n2cccc2)cc1O	i	4.0	2.2	2.1	4.6	1193	-1	-2	0.02	1242	i	-3	-0.43	-0.18	0.06	0.23	8%	9%
C/C(CC(=O)NCc1ccco1)=N\NC(=O)Cc1ccccc1	i	2.2	2.1	8.3	-0.6	1294	31	18	-0.31	1502	i	-18	-0.21	-0.21	0.41	-0.086	-6%	-6%
Oc1ccccc1C=NCCCCCCN=Cc1ccccc1O	i	nt	nt	nt	-1.2	1239	nt	nt	-0.17	1152	nt	nt	0.089	-0.26	0.71	-0.64	nt	nt
CC(=O)N1CCN(CC(=O)Nc2c(Cl)cc(Cl)cc2Cl)CC1	i	4.7	1.7	5.1	-2.6	1131	-12	-6	1.8	777	i	27	-0.79	-0.22	0.29	0.99	1%	16%
CCOC(=O)c1c(C)[nH]c(NC(=O)N2CCOCC2)c1C	i	2.6	3.3	0.1	-6.0	906	11	-1	-0.08	1053	i	0	-0.43	-0.31	0.37	0.58	-11%	-12%
COc1cccc(/C=C2\Oc3cc(OC(=O)N4CCOCC4)ccc3C2=O)c1	i	nt	nt	nt	-0.1	1305	nt	nt	0.18	1089	nt	nt	-0.1	-0.27	0.52	0.21	nt	nt
COc1ccc(NC(C)=O)cc1S(=O)(=O)Nc1ccc(C(=O)N2CCCC2)cc1	i	nt	nt	nt	-0.9	1333	nt	nt	1.9	971	nt	nt	-0.79	-0.24	0.0088	0.64	nt	nt
COc1cccc(S(=O)(=O)Nc2ccc(C(=O)Nc3ccncc3)cc2)c1	i	4.0	1.6	7.8	-1.8	591	15	-9	0.46	1200	i	1	0.22	-0.31	-0.17	0.47	1%	-4%
CN(C(=O)CC1C(=O)NCCN1Cc1ccoc1)C1CCOCC1 (stereo unspecified)	i	1.6	1.0	4.0	-0.9	1115	-9	-1	-1.8	1385	i	32	0.14	-0.29	0.0098	0.22	10%	-1%
N#C/C(=C\Nc1ccc2c(c1)OCCO2)c1nc2ccccc2[nH]1	i	21	10	18	0.1	1059	-6	2	1.9	1108	i	-3	-0.44	0.17	-0.11	0.87	4%	11%
O=C(NCCc1ccccc1F)/C(=C/c1cccnc1)NC(=O)c1ccccc1	i	3.7	2.5	10	3.2	989	-9	5	nt	nt	i	-5	-0.5	-0.14	-0.079	1.3	-10%	-6%
COc1cnc(-c2ccccn2)nc1Oc1ccc(F)cc1F	i	5.0	2.4	6.3	-0.3	1143	47	34	-1.3	1096	i	1	0.011	-0.36	0.27	1.1	6%	3%
O=C(NCC1CCCO1)C1CCN(c2ccc(S(=O)(=O)N3CCCC3)cc2)CC1 (stereo unspecified)	i	12	25	98	-1.4	1068	5	19	-0.26	1199	i	-4	-0.26	-0.05	-0.16	-0.071	2%	5%
CCOC(=O)c1oc2ccccc2c1N	i	1.3	0.9	4.8	-0.6	1017	-16	-7	nt	nt	i	-7	-0.64	-0.012	-0.15	0.54	2%	-2%
The listing continues.
SMILES	Yfh1-depleted yeast	MT stabilizer	MT stabilizer Hoechst-high %	MT stabilizer cytotoxicity %	bCat nuc transl	bCat nuc transl cell count 5 µM	WT yeast gro inh	WT yeast gro inh mutant strain	Ins promoter up	Ins promoter up cell count	Autophagy mod	Autophagy mod cell loss 18 h	Dynein transport	Dynein transport cytoplasmic EGFP	Dynein transport nuclear GR-EGFP	Dynein transport cell count	PMI inhibition	human PMI inhibition
Cc1csc(NC(=O)/C=C/c2ccc(C)o2)n1	i	4.7	2.8	6.3	-1.6	1131	12	3	0.19	1481	i	24	-0.72	-0.18	-0.49	0.55	13%	12%
O=C1CCCC/C1=C\Nc1ccc(O)cc1	i	4.0	1.7	0.2	nt	nt	-5	3	nt	nt	i	18	0.32	-0.16	0.15	-0.84	25%	21%
O=C1CC(C(F)(F)C(F)(F)C(F)(F)C(F)F)=Nc2ccccc2N1	i	2.0	2.4	3.3	-1.9	993	7	11	0.05	1234	i	9	-1.1	-0.34	-0.86	-0.13	0%	-6%
COc1ccc(NC(=S)N2CCC(C(=O)c3ccc(C)cc3)CC2)c(OC)c1	i	2.9	1.7	6.4	-3.2	1045	12	14	nt	nt	i	11	0.69	-0.076	0.58	-1.6	19%	17%
Cc1ccc(S(=O)(=O)N2CCN(c3ccc([N+](=O)[O-])c(NCCN4CCOCC4)c3)CC2)cc1	i	2.6	2.6	12	-0.6	1023	11	-8	0.24	1592	i	40	0.035	-0.27	-0.098	0.35	-2%	7%
O=S(=O)(Nn1cnnc1)c1ccc(F)cc1	i	4.0	2.3	1.9	0.6	1487	6	5	0.53	1468	i	15	-0.38	-0.28	-0.036	0.62	-11%	-15%
COc1ccccc1/C=C/C(=O)NCc1cccnc1	i	4.4	1.6	9.9	3.5	958	-9	-10	-0.65	1473	i	26	2	-0.2	1.2	-1.1	-4%	-2%
C(=N\n1cnnc1)/c1cccnc1	i	1.5	1.5	10	nt	nt	0	-7	1	794	i	-6	-0.9	0.75	-0.063	0.57	9%	12%
Cc1cc(C)c2cc(CN(Cc3cccs3)Cc3nnnn3CC3CCCO3)c(=O)[nH]c2c1 (stereo unspecified)	i	2.2	0.8	6.4	-8.3	1281	-8	-2	-1.2	1291	i	-1	-0.56	-0.22	-0.16	0.78	2%	17%
CN(CC(=O)Nc1ccc(F)cc1)c1ccc(S(=O)(=O)N2CCCCC2)cc1[N+](=O)[O-]	i	4.0	3.0	6.2	-0.2	977	14	-12	-0.65	1206	i	4	0.082	-0.24	-0.21	-0.53	14%	14%
CN1CCN(C(=O)C23CCC(C)(C(=O)C2Br)C3(C)C)CC1 (stereo unspecified)	i	nt	nt	nt	-0.6	1344	nt	nt	-1.1	1103	nt	nt	-0.8	-0.16	0.016	1	nt	nt
